DAGLB inh: blocks human DAGLB lipase activity | Q8NCG7 | HEK293T DAGLB membrane lysate, EnzChek fluorogenic substrate | inhibition, % at 5.17 µM | 0.059% of 340,000 active; in the data active = inhibition above about 34%;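 also: 0% = enzyme with vehicle and 100% = wells lacking enzyme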
Target sequence (Q8NCG7 whole entry, looked up): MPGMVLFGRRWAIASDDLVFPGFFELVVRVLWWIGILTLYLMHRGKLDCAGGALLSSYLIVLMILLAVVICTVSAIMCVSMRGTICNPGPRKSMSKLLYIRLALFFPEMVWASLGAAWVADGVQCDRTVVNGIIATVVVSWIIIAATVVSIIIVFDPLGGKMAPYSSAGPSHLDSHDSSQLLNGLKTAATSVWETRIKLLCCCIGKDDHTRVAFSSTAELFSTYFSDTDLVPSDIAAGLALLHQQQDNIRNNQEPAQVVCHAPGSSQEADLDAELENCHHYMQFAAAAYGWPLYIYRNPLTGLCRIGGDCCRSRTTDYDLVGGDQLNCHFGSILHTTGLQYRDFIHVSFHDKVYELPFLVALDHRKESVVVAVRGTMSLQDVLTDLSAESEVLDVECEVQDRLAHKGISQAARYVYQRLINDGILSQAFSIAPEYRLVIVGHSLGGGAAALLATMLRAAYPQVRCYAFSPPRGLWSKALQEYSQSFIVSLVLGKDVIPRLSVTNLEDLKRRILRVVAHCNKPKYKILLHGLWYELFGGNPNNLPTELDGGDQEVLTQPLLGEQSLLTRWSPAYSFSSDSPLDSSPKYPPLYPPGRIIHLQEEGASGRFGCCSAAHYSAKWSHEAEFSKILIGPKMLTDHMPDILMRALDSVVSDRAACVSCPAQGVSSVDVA
Tat export inh: E. coli Tat transport inhibition; E. coli MC4100 TorA-mCherry Tat export, fluorescence; inhibition, % at 10 µM; 0.036% of 340,000 active;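 active = mean replicate inhibition at least 50% and at least half of replicates individually reaching 50%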;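 also: exported cargo escapes ClpAP degradation while cytoplasmic cargo is degraded and loses fluorescence; 0% = median of neutral control wells and 100% = median of NaSCN control wells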
CAL PDZ FP: blocks peptide binding to human CAL PDZ domain. Q9HD26. purified CAL PDZ, TMR-peptide fluorescence polarization, 1 h. inhibition, % at 20 µM. 0.02% of 330,000 active. AID 504414;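 active = highest replicate inhibition of at least 40%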;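 also: plate controls were DMSO neutral control wells for no effect and unlabeled competitor peptide control wells for full effect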
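System: tagged CAL PDZ domain. Schedule: 1 h room-temperature incubation prior to read. Signal: fluorescence polarization (mP). Measure: percent inhibition from loss of millipolarization.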
E coli growth: reduces bacterial viability in AddAB counter-screen; E. coli V3065 growth, OD600 absorbance, 18 h; AID 449728; 0.27% of 330,000 active; inhibition, % at 11.9 µM;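 active = inhibition above the campaign's mean inhibition across all tested compounds plus 3 SD, cut at about 9.9% in these data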;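 also: uninfected addAB+ strain grown without phage in ampicillin broth; 0% = DMSO wells and 100% = ciprofloxacin 0.95 µg/ml wells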
PvdQ inh: blocks Pseudomonas aeruginosa PvdQ acylase activity; inhibition, % at 10 µM; purified PvdQ acylase, fluorescence plate reader; 0.063% of 340,000 active; in the data active = inhibition above about 30%, passing the limit was not always enough;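 also: 0% = vehicle neutral wells and 100% = reference inhibitor wells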
phage Ecoli inh: E. coli growth loss with phage present; inhibition, % at 11.9 µM; 0.26% of 360,000 active; growth absorbance; in the data active = inhibition above about 11%
AddAB inh: less growth of phage-infected E. coli with AddAB. E. coli expressing H. pylori AddAB, absorbance growth. inhibition, % at 11.9 µM. 0.29% of 330,000 active. AID 435030; in the data active = inhibition above about 12%;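 also: 0% = vehicle wells of infected cells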
Wnt act: activators of Wnt/beta-catenin signaling | AID 743398 | Wnt/beta-catenin reporter cell assay, activator, plate reader | activation, % at 9.35 µM | 1.2% of 300,000 active; in the data active = activation above about 30%, passing the limit was not always enough;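 also: 0% = neutral control wells and 100% = positive control wells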
PfHsp90 set2: reduces growth (ATP signal) of yeast expressing P. falciparum Hsp90 | S. cerevisiae expressing PfHsp90, BacTiter-Glo ATP, 48 h; yeast lacking PDR1 and PDR3 efflux regulators | 0.32% of 310,000 active | inhibition, % at 9.4 µM;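 active = every replicate shows inhibition above about 80%, whatever the replicate mean, limit read from the data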;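 also: 0% = DMSO neutral controls and 100% = 20 µM radicicol positive controls; yeast relying on Plasmodium falciparum Hsp90 in place of its own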
Rtt109 HAT inh: C. albicans Rtt109 histone acetyltransferase inhibition | purified Rtt109/Vps75, ThioGlo CoA-SH fluorescence, 4 h | inhibition, % at 34.9 µM | 0.16% of 330,000 active | AID 540336;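 active = inhibition of at least 50% in every replicate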
Target sequence (Q5AAJ8 whole entry, looked up): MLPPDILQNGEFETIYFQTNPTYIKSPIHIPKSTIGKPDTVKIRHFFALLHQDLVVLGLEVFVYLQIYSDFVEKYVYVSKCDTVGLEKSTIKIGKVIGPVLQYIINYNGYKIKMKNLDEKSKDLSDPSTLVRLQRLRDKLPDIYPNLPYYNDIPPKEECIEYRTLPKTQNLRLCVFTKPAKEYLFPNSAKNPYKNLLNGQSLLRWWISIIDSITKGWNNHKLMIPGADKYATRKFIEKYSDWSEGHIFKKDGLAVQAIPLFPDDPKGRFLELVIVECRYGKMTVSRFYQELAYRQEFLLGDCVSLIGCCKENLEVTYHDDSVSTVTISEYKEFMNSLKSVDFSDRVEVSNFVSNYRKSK
Active calls of the source: *; / = no result given.

SMILES | DAGLB inh | Tat export inh | CAL PDZ FP | E coli growth | PvdQ inh | phage Ecoli inh | AddAB inh | Wnt act | PfHsp90 set2 | Rtt109 HAT inh
NS(=O)(=O)c1ccc(N/C=C\C(=O)c2ccc(F)cc2)cc1 | 0.1 | -16.5 | -1.2 | -0.6 | 12.6 | 1.1 | -0.2 | 20.3 | -7.6 | -5.3
COC(=O)/C=C1/S/C(=N/NC(=O)c2ccccc2)NC1=O | -3.6 | -12.6 | -0.2 | -0.5 | 5.4 | 2.4 | 3.0 | -3.1 | 8.4 | 12.1
Cc1ccc(S(=O)(=O)C2(C(=O)Nc3cccnc3)CC2)cc1 | 1.7 | 5.9 | -3.5 | -2.7 | -11.8 | 1.3 | -0.6 | -4.7 | 1.4 | 0.1
S=C(NCc1ccccc1)N1CCn2cccc2C1c1cccnc1 (stereo not drawn) | 1.8 | -5.1 | 0.8 | / | -6.2 | 0.3 | / | -0.2 | -3.6 | 5.0
CCOc1ccccc1CN1CCC(CO)(CCOc2ccccc2)CC1 | -1.5 | -3.8 | -2.0 | -2.3 | -10.9 | 5.3 | 2.4 | -2.6 | -25.2 | /
Cc1cc(Cl)ccc1C(=O)C1CCCN(C(=O)c2ccc3ncccc3c2)C1 (stereo not drawn) | 2.5 | 0.2 | -2.7 | -2.6 | -2.6 | 5.1 | 1.6 | / | 23.2 | -1.9
COc1ccc(OC)c(C2=NO[C@@](CC(=O)O)(C(=O)Nc3ccc4c(c3)OCCO4)C2)c1 | -0.5 | -5.4 | -0.9 | -2.6 | 5.6 | 3.0 | 2.9 | -0.2 | 2.8 | -2.2
Cc1ccc(Nc2ncnc(-n3cccc3)n2)cc1Cl | -7.5 | -3.8 | 0.0 | 0.3 | 7.0 | 1.8 | 1.6 | 52.9* | -7.3 | 9.9
CCc1cccc2c(C(=O)C(NCCCOC)c3ccccc3)c[nH]c12 (stereo not drawn) | -3.8 | 5.8 | -1.6 | 1.0 | -8.4 | 0.8 | 1.5 | -5.7 | -3.7 | 2.5
Cc1ccc(Cl)c(OCCCCN(C)Cc2ccccc2)c1 | -6.7 | -3.2 | -1.1 | -0.8 | -7.3 | 3.0 | 2.4 | -7.4 | / | -3.9
CN=C1S/C(=C\c2cn(CC(=O)OC)c3ccccc23)C(=O)N1C | -0.1 | 0.5 | -1.3 | -1.3 | 0.2 | 3.2 | -0.9 | -0.7 | -10.8 | 16.2
COc1ccc(C)cc1S(=O)(=O)N1CCC(C(=O)N2CCOCC2)CC1 | 0.4 | -8.9 | 0.6 | 0.4 | -3.9 | 1.1 | 0.6 | -4.4 | -34.1 | -4.5
CCCn1c(N)c(NCCN2CCOCC2)c(=O)[nH]c1=O | -1.1 | 5.5 | -5.8 | 0.5 | 4.3 | 3.5 | -1.4 | -0.1 | 12.7 | -9.9
O=C(NCc1ccccn1)c1c(O)c2c([nH]c1=O)CCCC2 | 0.4 | 1.6 | -2.9 | -4.2 | 7.2 | 1.1 | -1.5 | -4.4 | 5.7 | /
COCC(C)NC(=O)C1CCN(S(=O)(=O)c2ccc3ccccc3c2)CC1 (stereo not drawn) | 0.6 | 23.4 | -1.2 | -0.9 | -5.7 | 2.1 | -0.9 | -4.2 | -6.6 | /
COc1ccc(CCN(Cc2ccc(C(C)C)cc2)S(=O)(=O)c2ccc(S(=O)(=O)N(C)C)cc2)cc1OC | 1.2 | 0.6 | -1.2 | 1.0 | -11.4 | 0.9 | 2.5 | / | 4.1 | -11.5
COc1ccc(CNC(=O)CNC(c2ccccc2)c2ccccc2)cc1OC | -0.7 | -3.5 | -2.4 | 0.2 | 10.0 | 1.4 | 2.4 | 1.2 | 12.1 | 8.7
O=C(O)c1cc2cccc(S(=O)(=O)N3CCCCC3)c2cc1O | 8.5 | -3.2 | -4.1 | -1.3 | -13.1 | 3.4 | 4.1 | 2.0 | 22.6 | -91.3
CCn1c(SCC(=O)Nc2ccc3c(c2)OCO3)nc2c1c(=O)n(C)c(=O)n2C | -4.6 | 3.8 | 0.0 | 1.4 | 0.7 | 0.8 | -1.1 | / | -7.2 | 2.8
Cc1cccn2c(=O)c3cc(C(=O)NCC4CCCO4)c(=N)n(Cc4ccc(F)cc4)c3nc12 (stereo not drawn) | 1.6 | -6.8 | 0.1 | -1.9 | -3.2 | -1.6 | -3.7 | -2.8 | 15.4 | -454.5
CCc1ccc(NC(=O)C2CCN(C(=O)N3CCOc4ccccc43)CC2)cc1 | 0.9 | -2.7 | -0.7 | -0.6 | -8.1 | 1.6 | -2.3 | -0.3 | -7.5 | 8.4
COc1ccc(Br)c(C(=O)OCC(=O)NC2CCCCCC2)c1 | -4.9 | 12.2 | -0.6 | 0.2 | -12.3 | 3.4 | 2.5 | -1.8 | -17.8 | 2.4
CCOC(=O)C1CCCN(S(=O)(=O)c2cc(C(=O)OC)n(C)c2)C1 (stereo not drawn) | -1.4 | -3.0 | -0.2 | 0.9 | -2.6 | 2.7 | -1.2 | -4.3 | 3.4 | -0.6
CN(C)S(=O)(=O)c1ccc2oc(SCC(=O)c3c(N)n(C4CC4)c(=O)[nH]c3=O)nc2c1 | 0.7 | 2.4 | 0.5 | -1.2 | -19.7 | 3.4 | 1.4 | -4.7 | -3.1 | 2.7
Cc1ccc(CNC(=O)C(C)C2Sc3ccccc3NC2=O)cc1 (stereo not drawn) | 3.4 | 10.9 | 0.4 | 1.5 | -4.7 | 1.4 | 0.5 | 0.1 | 22.2 | -4.3
CCOC(=O)c1cc(CC)sc1NC(=O)c1ccc([N+](=O)[O-])c(N2CCOCC2)c1 | 1.8 | -7.0 | -1.7 | 3.1 | -0.8 | 4.2 | 0.0 | -5.0 | 0.6 | -4.0
O=C(c1cccc(Br)c1)N1CCN(C(=O)c2cccc(Br)c2)CC1 | -0.3 | -1.6 | -1.7 | -1.1 | -7.0 | 1.6 | 0.6 | -4.4 | -72.4 | -0.2
COC(=O)C1=C(NC(=O)COc2ccc3ccccc3c2)CCS1 | -10.7 | -3.7 | 0.2 | -1.0 | -16.3 | 3.2 | 2.4 | / | -5.2 | 2.8
N[C@@H](Cc1ccccc1)C(=O)N1CCC(C(=O)NCC(=O)Nc2ccc(F)cc2)CC1 | 0.8 | 17.7 | -0.8 | 1.6 | -17.2 | 1.0 | 4.6 | 4.2 | -17.3 | 6.9
CCn1c(CNC(=O)c2ccccc2F)nnc1SCCOc1ccccc1 | 0.9 | 0.1 | -2.9 | 0.8 | -1.7 | 3.6 | 1.4 | 4.5 | -3.9 | 7.0
C/C(=N/OC(=O)c1ccc(C)cc1)C(=O)c1ccc(Br)cc1 | 2.6 | -4.5 | -1.0 | 2.5 | -14.5 | 4.5 | 1.3 | 4.2 | 11.8 | -6.0
CCCCN(C)C(=O)C1CCC(=O)N(c2cc(OC)c(OC)c(OC)c2)C1c1ccc(OC)cc1 (stereo not drawn) | -2.7 | 0.3 | -0.7 | -1.7 | 7.9 | 3.2 | 1.1 | 1.6 | / | 14.5
COc1cccc(CN2CCN(C(=O)Nc3ccc([N+](=O)[O-])cc3)CC2)c1 | 1.5 | 9.4 | -2.7 | 0.8 | -0.1 | 4.5 | 5.3 | -0.8 | -2.7 | 1.2
NNC(=O)Cn1nnc(-c2ccc(C(F)(F)F)cc2)n1 | / | / | / | 1.8 | / | 2.2 | 1.6 | 1.4 | / | /
Cc1ccc(S(=O)(=O)NCCC(=O)N2CCN(S(=O)(=O)c3cccc(F)c3)CC2)cc1C | -1.5 | 3.7 | -2.2 | 2.0 | -0.9 | -3.4 | 3.4 | -0.2 | -11.1 | 7.7
CCCCSc1nnc2c(n1)[nH]c1ccccc12 | 1.4 | 0.0 | -2.9 | 3.6 | -3.3 | 6.7 | 5.1 | 62.3* | -7.2 | -6.1

Overlap with the part before: 3 entries, then new ones.
SMILES | DAGLB inh | Tat export inh | CAL PDZ FP | E coli growth | PvdQ inh | phage Ecoli inh | AddAB inh | Wnt act | PfHsp90 set2 | Rtt109 HAT inh
NNC(=O)Cn1nnc(-c2ccc(C(F)(F)F)cc2)n1 | / | / | / | 1.8 | / | 2.2 | 1.6 | 1.4 | / | /
Cc1ccc(S(=O)(=O)NCCC(=O)N2CCN(S(=O)(=O)c3cccc(F)c3)CC2)cc1C | -1.5 | 3.7 | -2.2 | 2.0 | -0.9 | -3.4 | 3.4 | -0.2 | -11.1 | 7.7
CCCCSc1nnc2c(n1)[nH]c1ccccc12 | 1.4 | 0.0 | -2.9 | 3.6 | -3.3 | 6.7 | 5.1 | 62.3* | -7.2 | -6.1
O=C(NCc1ccccc1)C(c1cccnc1)N(C(=O)c1ccccn1)c1cccc(F)c1 (stereo not drawn) | -1.1 | 4.4 | -3.9 | 0.8 | 7.6 | 1.2 | 4.6 | -3.6 | -13.0 | 1.1
O=C(NCCC1=CCCCC1)Nc1ccc2nsnc2c1 | -7.6 | -7.2 | -3.4 | 4.6 | -11.4 | 9.1 | 4.3 | 13.8 | 7.9 | -26.5
CSc1ncc(Cl)c(C(=O)Nc2ccccc2Br)n1 | -6.5 | 0.2 | / | 0.7 | -20.4 | 1.1 | 0.8 | 5.0 | -22.2 | -7.4
Cc1cccc(NC(=O)Cn2c(=O)oc3ccccc32)c1C | -1.1 | -1.4 | / | -1.6 | 9.4 | -1.0 | 0.8 | -1.3 | -9.9 | 5.3
O=[N+]([O-])c1ccc(O)c(/C=N/n2cnc3ccccc32)c1 | 7.3 | -7.0 | -2.3 | 0.9 | -8.0 | 2.9 | -0.3 | 2.9 | -34.1 | 3.4
CC(=O)CCN1CCOCC1 | 1.6 | -4.9 | -0.8 | -2.6 | 3.8 | 0.3 | 2.1 | / | 5.2 | -9.0
CCCOc1ccc(/C=N/NC(=O)C2CCCN2S(=O)(=O)c2ccc(Cl)cc2)cc1 (stereo not drawn) | 2.2 | 2.6 | -1.9 | -1.1 | -5.3 | 0.5 | 2.5 | -2.1 | 37.5 | 7.6
CC(=O)c1c(N2CCC(C(N)=O)CC2)nc(=S)n(-c2ccccc2)c1C | -3.1 | -2.8 | -1.9 | -1.5 | -21.8 | 1.1 | 0.3 | / | -33.9 | 4.1
Cc1coc2cc3oc(=O)c(CC(=O)N(C)CC(=O)O)c(C)c3cc12 | 0.1 | -7.4 | -0.8 | 1.0 | -14.7 | 0.4 | -0.5 | -0.2 | -17.6 | /
COc1ccc(NC(=O)Nc2ccc3c(c2)CCC3)cc1 | -2.9 | 9.7 | -1.4 | -0.1 | -8.3 | -0.5 | 0.6 | 12.6 | -22.5 | -2.7
CCOC(=O)N1CCN(CC(O)c2c[nH]c3ccc(OC)cc23)CC1 (stereo not drawn) | 2.8 | -4.9 | -1.5 | -0.4 | -6.0 | 1.0 | -1.1 | 0.8 | -7.3 | -1.8
Cc1ccc(NC(=O)CCC(=O)N/N=C/c2ccc(O)cc2O)cc1 | 0.5 | -2.2 | -0.8 | -0.6 | -17.2 | 0.5 | -1.5 | -1.4 | -1.2 | 2.6
C=C(C)CSc1nc2sc3c(c2c(=O)n1-c1ccc(C)cc1)CCN(C)C3 | 1.3 | 10.4 | -0.4 | / | -0.7 | 0.2 | / | -1.4 | -13.2 | -4.2
COc1ccc2[nH]c(=O)c(CNc3cccc(C)c3)cc2c1 | 2.1 | 0.2 | -0.2 | 1.8 | -16.4 | 2.8 | 4.0 | / | 3.2 | -28.5
CCn1cnc2c1c(=O)[nH]c(=O)n2Cc1ccccc1 | 1.8 | 1.9 | -1.3 | -1.2 | -15.1 | / | 2.7 | / | 4.5 | 4.1
